Lipid storage S3: qHTS Assay for Lipid Storage Modulators in Drosophila S3 Cells | Drosophila S3 cells, BODIPY lipid droplet fluorescence, 18-24 h; cells fed with added oleic acid | Potency in µM for hits, for the others lipid storage change, negative = inhibition, % at the top dose, mostly 46.1 µM | actives 0.64% (n = 320,000) | AID 2685; active = well fitted inhibition curve with a large enough effect in the signal ratio, with a control signal flat, not every such curve was filed as active; inconclusive = small, poorly fitted or top-dose-only effect, or effect the other way, or a change in a side signal; the % refers to the signal ratio
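Drosophila S3 cells got compounds at several concentrations plus oleic acid (400 uM solution). Laser-scanning cytometry with 488 nm excitation read lipid droplets at 500-530 nm and cells at 575-640 nm. Percent activity was relative to 20 uM Triacsin C.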
Lipid storage S3 cell count max: also measured in Lipid storage S3; calls as there; cell number change, %; measured here: cell count max response;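 cells counted by Cell Tracker Red CMTPX staining in the red channel; peak over a dose series mostly up to 46.1 µM; percent activity relative to internal control wells on each plate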
The depositor's hits bear a star; i = inactive; ? = inconclusive; . = not tested or not shown. % is set by controls: 0 for no effect and ±100 for the full control effect; potency is the fitted concentration of half-maximal effect.

SMILES	Lipid storage S3	Lipid storage S3 cell count max
COc1ccc2c(c1)c(C(=O)N/N=C/c1ccc(O)c(O)c1)c(C)n2C	?	.
Cn1c(=O)[nH]c2cc(Cl)cnc21	?	.
Cc1ccccc1CCN(CC(=O)NCc1ccc(F)cc1)C(=O)c1csnn1	?	.
COc1ccc(N(C(=O)c2cccnc2)S(=O)(=O)c2ccccc2)cc1	-8%	-2
COC(=O)Cc1ccc(NC(=S)NCc2ccco2)cc1	?	.
CC(C)N(C(=S)NCc1ccccc1)c1ccccc1	?	.
N#CC1=C(SCC(=O)NC2CCCCC2)NC(=O)CC1c1ccco1 (stereo not given)	i	10
Cc1ccc(/C=N/Nc2ccc(Cl)nn2)cc1	11%	16
Cc1ccc(C(=O)c2ccc(CC(=O)O)n2C)cc1	18%	14
O=C(O)CCCN1C(=O)/C(=C\c2ccco2)SC1=S	-9%	-2
CC1(C)CC2(CC(c3ccccc3)c3ccc(O)cc3O2)NC(=S)N1 (stereo not given)	?	.
CC(=O)c1ccc(NC(=S)Nc2cccc3cnccc23)cc1	?	.
COc1ccc(Br)cc1-c1nc(CCl)cs1	?	.
COCCn1c(SCC(=O)Nc2cc(C)on2)nnc1-c1c[nH]c2ccccc12	?	.
O=C(CSc1nc(-c2ccccc2)cc(=O)[nH]1)Nc1ccccc1F	?	.
COc1ccccc1N(C)S(=O)(=O)c1ccc(C(=O)Nc2nc(C)cs2)cc1	?	.
CCCn1nnnc1SCC(=O)N1CCCCC1	?	.
COc1ccc(C2=CSC3=NNC4(CCCCC4)NN23)cc1	?	.
COc1cccc(OCCNC(=O)c2ccc(C)cc2)c1	?	.
O=C1CC(=O)C(n2cncn2)C(c2ccc(Cl)cc2)C1 (stereo not given)	?	.
COC(=O)Cn1cnc2sc(C)c(S(=O)(=O)N3CCC(C)CC3)c2c1=O	8%	.
Cc1ccc(S(=O)c2ccc(C)cc2)cc1	?	.
Cc1ccc2c(CN(C)Cc3cccc(F)c3)cc(=O)oc2c1	4%	14
CCN(CC)CCOC(=O)C(Cc1cccc2ccccc12)CC1CCCO1 (stereo not given)	?	.
COc1ccc(NC(=O)C(=O)Nc2cccc3ccccc23)c(OC)c1	i	14

A draw from above in order of count of non-hydrogen atoms, falling:
SMILES	Lipid storage S3	Lipid storage S3 cell count max
COCCn1c(SCC(=O)Nc2cc(C)on2)nnc1-c1c[nH]c2ccccc12	?	.
COc1ccc(NC(=O)C(=O)Nc2cccc3ccccc23)c(OC)c1	i	14
COc1cccc(OCCNC(=O)c2ccc(C)cc2)c1	?	.

Going on with the list.
SMILES	Lipid storage S3	Lipid storage S3 cell count max
COCCNC(=O)C(=O)NCC(c1ccc2c(c1)OCO2)N1CCN(c2ccc(F)cc2)CC1 (stereo not given)	6%	6
Cc1ccc(C(=S)N2CCN(Cc3ccccc3)CC2)s1	12%	.
Cc1ccc(OCC(=O)N(C)CC(=O)Nc2ccccc2Cl)c([N+](=O)[O-])n1	?	.
O=C(NCCCN1CCCC1=O)C1CCN(S(=O)(=O)c2cccc(Cl)c2Cl)CC1	-8%	-7
CC(=O)Cn1ncc(Br)c(Br)c1=O	?	.
N=C1S/C(=C\c2ccco2)C(=O)N1c1ccc2c(c1)OCO2	?	.
COCCSc1nnc(NC(=O)C2CCN(C(=O)c3ccco3)CC2)s1	?	.
COc1ccc(S(=O)(=O)N2CCCCCC2)cc1NC(=O)c1ccccc1	-17%	5
Oc1c(C=C2N=c3ccccc3=N2)sc(=S)n1-c1ccccc1	?	.
CC1=C(C(=O)NCc2ccccn2)C2(CCC(C)CC2)OC1=O (stereo not given)	7%	8
COc1ccccc1C(=O)N1CC(=O)Nc2ccc(C)cc2C1c1ccc(F)cc1 (stereo not given)	2%	7
CC(C)=CC(=O)OCC(=O)Nc1ccc(Cl)cn1	?	.
CCCC(=O)Nc1cc(-c2nn(C)c(=O)c3ccccc23)ccc1N1CCOCC1	0%	.
O=C(O)c1ccc(Nc2ccc(F)c(F)c2)c([N+](=O)[O-])c1	9%	-17
COc1ccc(-c2nc(C(N)=O)c3[nH]c(=O)n(-c4cccc(Cl)c4)c3n2)cc1OC	?	.
CC(C)(C)C1CCC(=NNC(=O)CN(c2ccccc2)S(C)(=O)=O)CC1 (stereo not given)	?	.
Cn1cccc1C(=O)C(=O)Nc1cccc(Cl)c1Cl	10%	-1
CCOC(=O)Cc1csc(NC(=O)c2ccc(C)o2)n1	i	.
Cc1cc(C)cc(-n2ncc3c2CCCC3NC(=O)C2CCC2)c1 (stereo not given)	?	.
COc1ccc(-n2c3c(c(=O)[nH]c2=O)C(NC(C)=O)(C(F)(F)F)C(=O)N3)cc1 (stereo not given)	?	.
Cc1cc(C)n2nc(SCC(=O)N(C)c3ccccc3)nc2n1	i	.
Cc1ccc(NC(=O)COC(=O)COc2ccc(Cl)cc2C)c([N+](=O)[O-])c1	22%	16
O=c1[nH][nH]c(=S)n1-c1ccccc1C(F)(F)F	-6%	9
Cc1ccc(-n2nc3c(c2NC(=O)c2ccco2)CS(=O)C3)cc1 (stereo not given)	?	.
O=C(NCCCNC(=O)c1ccccn1)c1ccccn1	i	.

Quoted at random: 2 compounds from above, in no set order.
SMILES	Lipid storage S3	Lipid storage S3 cell count max
Cc1ccccc1CCN(CC(=O)NCc1ccc(F)cc1)C(=O)c1csnn1	?	.
O=C(O)CCCN1C(=O)/C(=C\c2ccco2)SC1=S	-9%	-2

Going on with the list.
SMILES	Lipid storage S3	Lipid storage S3 cell count max
O=C(NC1CCN(Cc2ccccc2)CC1)C1CCN(S(=O)(=O)c2cccc3cccnc23)CC1	i	.
O=C(COc1ccc2c(c1)OCO2)Nc1nccs1	?	.
O=C(c1cccnc1)n1nc(-c2ccco2)nc1NCc1cccs1	?	.
COc1cc(NC(=O)c2ccc(CNc3c(N4CCOCC4)c(=O)c3=O)cc2)cc(OC)c1	?	.
CC(C)c1ccc(CNc2ccc(N3CCOCC3)cc2)cc1	?	.
CCOC(=O)c1ccccc1NC(=O)c1cn(-c2ccc(C)c(C)c2)c(=O)c2ccccc12	25%	19
Cc1cc(NS(=O)(=O)c2ccc(NC(=O)C(C)Oc3ccc4c(C)cc(=O)oc4c3)cc2)no1 (stereo not given)	?	.
O=C(Cc1ccc(NC2=NC3CS(=O)(=O)CC3S2)cc1)NCc1ccccc1Cl (stereo not given)	?	.
Cc1ccc(C(=O)N2CCCC(CCC(=O)N3CCN(c4ccccn4)CC3)C2)cc1 (stereo not given)	?	.
CN(C)S(=O)(=O)N1CCN(S(=O)(=O)N2CCOCC2)CC1	1%	6
O=C(CN1CCN(Cc2ccccc2)CC1)N1CCCc2c1c(=O)oc1ccc(O)cc21	-9%	-22
O=C(NCC1(c2ccccc2)CCCC1)c1ccc(Br)o1	i	-8
CCc1nc2sc3ccccc3c(=O)c2c(=O)n1CCOC	-1%	12
O=S(=O)(c1ccccc1F)N1CCN(c2nc3ccccc3s2)CC1	4%	5
CC(=O)/C(=C/N(C)C)C(=O)Nc1ccc(Cl)cc1Cl	?	.
CCOc1ccccc1OCCOc1ccccc1OC(C)C	?	.
CCCCn1c(N)c(N(CCOC)C(=O)c2ccc(Br)s2)c(=O)[nH]c1=O	?	.
COc1ccccc1CCC(=O)OCC(=O)Nc1ccc(C(N)=O)cc1	?	.
CCn1c2ccccc2n2c(=O)c(=O)n(CC(=O)N3CCN(c4ccccc4OC)CC3)nc12	-24%	-12
COc1ccc(N2CC(O)=C(c3nc4ccccc4s3)C2=N)c(OC)c1	?	.
O=C(Nc1ccc(N2CCOCC2)cc1)c1ccc(Br)o1	?	.
CCN(CC)c1ccc(NC(=O)c2c(C)noc2C)cc1	?	.
Cn1c(=O)cc(SCC(=O)NCCCN2CCOCC2)c2ccccc21	7%	8
CSc1ncccc1C(=O)N1CCCC(N2CCN(c3ccccc3F)CC2)C1 (stereo not given)	?	.
CCOC(=O)N1CCC(N2Cc3cccc(C(=O)Nc4c(C)cccc4CC)c3C2=O)CC1	?	.

Molecules shown so far containing an aryl thioether with sulfur outside any ring (seven):
SMILES	Lipid storage S3	Lipid storage S3 cell count max
COCCn1c(SCC(=O)Nc2cc(C)on2)nnc1-c1c[nH]c2ccccc12	?	.
O=C(CSc1nc(-c2ccccc2)cc(=O)[nH]1)Nc1ccccc1F	?	.
CCCn1nnnc1SCC(=O)N1CCCCC1	?	.
COCCSc1nnc(NC(=O)C2CCN(C(=O)c3ccco3)CC2)s1	?	.
Cc1cc(C)n2nc(SCC(=O)N(C)c3ccccc3)nc2n1	i	.
Cn1c(=O)cc(SCC(=O)NCCCN2CCOCC2)c2ccccc21	7%	8
CSc1ncccc1C(=O)N1CCCC(N2CCN(c3ccccc3F)CC2)C1 (stereo not given)	?	.

Carrying on.
SMILES	Lipid storage S3	Lipid storage S3 cell count max
COc1ccc(NC(=O)NNC(=O)C(C)Oc2ccc3ccccc3c2)cc1 (stereo not given)	?	.
Cc1cccc2c1-c1sc(C(=O)N3CCCCC3)cc1CO2	10%	17
Cc1cc(C)n(-c2ccc(Cl)c(C(=O)Nc3ccc(-c4nnc5n4CCCCC5)cc3)n2)n1	16%	-2
O=C(Nc1ccsc1C(=O)N1CCCC1)c1ccccc1	?	.
Cc1ccsc1/C=N/Nc1ccc(C(=O)O)cc1	?	.
COc1ccc(CN2CCN(Cc3ccc(C)cc3)CC2)c(OC)c1	9%	12
CC(C)(C)NC(=O)N1CCCC(C(=O)c2cccc(Cl)c2)C1 (stereo not given)	-5%	-3
O=C(C1CCC(CNc2c(N3CCCC3)c(=O)c2=O)CC1)N1CCc2ccccc21 (stereo not given)	9%	15
Cc1onc(-c2ccccc2)c1C(=O)NCC1CCN(C(=O)c2c(-c3ccccc3)noc2C)CC1	i	3
CC(=O)C1=C(C)NC(SCSc2ccccc2)=C(C#N)C1c1cccnc1 (stereo not given)	i	.
CC(=O)c1[nH]c(C)c(C(=O)N2CCCC(Nc3cccc(F)c3)C2)c1C (stereo not given)	i	-20
CN(C(=O)COC(=O)c1ccc2c(c1)OCO2)C1CCS(=O)(=O)C1 (stereo not given)	7%	0
CCCc1nn(C)c(C(=O)Nc2cccc(C)c2)c1Cl	?	.
CC(C(=O)Nc1ccon1)N1C(=O)c2ccccc2S1(=O)=O (stereo not given)	?	.
O=C(Nc1cc(S(=O)(=O)N2CCOCC2)ccc1N1CCCC1)c1cc(F)c(F)cc1Cl	?	.
COCCCNC(=O)C1CCCN(S(=O)(=O)c2ccc(C)cc2)C1 (stereo not given)	7%	1
O=C(Nc1ccc(F)cc1F)c1ccc2c(c1)[nH]c(=O)n2Cc1ccc(F)cc1	?	.
Cc1ccc(CNC(=O)CCc2ccccc2)cc1	-5%	4
Nc1nc(SCc2c(Cl)cccc2Cl)n[nH]1	?	.
CCOc1ccc(-c2cc(CCCC(=O)N3CCN(c4ccc(OC)cc4)CC3)no2)cc1	13%	1
CC1=C(C(=O)OC(C)C)C(c2ccc3c(c2)OCO3)NC(=O)N1 (stereo not given)	?	.
Cc1ccc(-n2c(C)nc3c(cnn3-c3ccccc3Cl)c2=O)cc1C	?	.
O=C(CN1C(=O)S/C(=C\c2cccs2)C1=O)Nc1ccc(O)cc1C(=O)O	?	.
O=C(Nc1ccccc1)OC1CCS(=O)(=O)C1 (stereo not given)	5%	-14
COc1ccc(CC(=O)OCC(=O)N2CCCC(C)C2)cc1 (stereo not given)	?	.

The listing continues.
SMILES	Lipid storage S3	Lipid storage S3 cell count max
COc1ccc(-c2csc(NC(=O)CS(=O)(=O)c3ccccc3)n2)cc1	?	.
CCC(=O)c1ccc(OCc2ccc(C#N)cc2)cc1	?	.
Cc1ccc(NC(=O)N2CCN(C(=O)C3CCCO3)CC2)cc1 (stereo not given)	7%	-14
CCOC(=O)c1[nH]c(C)c(C(=O)OCC(=O)NC2CCS(=O)(=O)C2)c1C (stereo not given)	18%	8
Cc1ccc(C)n1-c1ccc(C(=O)O)cc1	-2%	7
N#Cc1cc(Oc2cccc3cccnc23)c(-n2nnc3ccccc32)cc1C#N	?	.
S=C(Nc1cccc2ccccc12)N1CCN(c2ncccn2)CC1	18%	8
COc1ccc(NC(=O)/C(=C\c2ccc(OC)c(OC)c2)NC(=O)c2ccco2)cc1	i	24
COc1cc2c(cc1NC(=O)CN1CCN(S(=O)(=O)c3ccc(C)cc3)CC1)oc1ccccc12	?	.
CCc1cc(C(=O)N2CCN(C(=O)c3ccco3)CC2)sc1C	?	.
Cc1cccc(CC(=O)NCCS(=O)(=O)N2CCN(c3cccc(Cl)c3)CC2)c1	?	.
O=C(NC1CC1)c1cc2ccccc2o1	?	.
CCOC(=O)CN1CC23C=CC(O2)C(C(=O)NCc2ccccc2OC)C3C1=O (stereo not given)	?	.
COc1cc(C(CC(=O)Nc2ccccn2)N2Cc3ccccc3C2=O)cc(OC)c1OC (stereo not given)	?	.
CCc1nnc(NC(=O)C2=CCN(S(=O)(=O)c3ccc(F)cc3)CC2)s1	-12%	3
CCC(C)NC(=O)C1c2ccccc2C(=O)N1Cc1ccc(F)cc1 (stereo not given)	?	.
O=C1c2ccccc2C(=O)N1OCc1cccc(Cl)c1	?	.
CCN(CC)S(=O)(=O)c1ccc(-c2csc(C)n2)cc1	19%	7
CC(C)NS(=O)(=O)c1ccc(OCC(=O)N2CCc3ccccc3C2)cc1	?	.
Cc1ccc(NC(=S)NCc2ccccc2)cc1[N+](=O)[O-]	?	.
O=C(CN1C(=O)C2C3C=CC(C3)C2C1=O)Nc1nc(-c2ccccn2)cs1 (stereo not given)	?	.
Clc1ccc(NC2(c3nnnn3C3CCCCC3)CCCCC2)cc1	?	.

Screens deposited in PubChem BioAssay by National Center for Advancing Translational Sciences (NCATS).

Only part of the results is shown; count on the stated rates, not on these rows.
